EBV gp42 block – blocks Epstein-Barr virus glycoprotein 42 binding | Q1HVG2 | Fluorescence polarization binding assay, mP read-out | inhibition, % (tested at 21.74 µM) | actives 0.42% (n = 220,000) | AID 1085; in the data active means inhibition above about 50%
Target sequence (Q1HVG2 whole entry, looked up): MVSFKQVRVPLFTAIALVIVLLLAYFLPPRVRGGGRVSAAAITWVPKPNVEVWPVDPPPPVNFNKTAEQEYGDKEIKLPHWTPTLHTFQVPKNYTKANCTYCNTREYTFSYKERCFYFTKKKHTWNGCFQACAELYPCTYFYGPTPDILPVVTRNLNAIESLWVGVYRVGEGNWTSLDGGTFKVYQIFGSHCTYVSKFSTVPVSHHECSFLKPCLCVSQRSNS
Cl transport mod – modulates chloride dependent transport by human KCC2; Q9H2X9; KCC2 cells, thallium flux FluoZin-2 fluorescence; B-score of Tl+ flux slope (higher = more flux/activation; lower = inhibition) at 10 µM; actives 2.2% (n = 190,000);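 active means thallium flux slope and its plate-corrected score both differing from the plate sample mean at a set confidence after two filtering rounds, in either direction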;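 further: slope of fluorescence scaled to starting intensity during 10 to 20 s after thallium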
eIF4E-4G inh – inhibitors of eIF4E and eIF4G interaction in translation initiation; P63073+Q04637; TR-FRET eIF4E-eIF4GI(517-606) binding, 2 h; inhibition, % at 21.7 µM; actives 0.37% (n = 220,000);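 active means inhibition above about 30%, limit read from the data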;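 further: 0% = full FRET control wells and 100% = background wells lacking eIF4GI fragment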
m-calpain inh – inhibitors of pig calpain II; inhibition, % at 16 µM; purified calpain II, fluorogenic peptide substrate, 30 min; actives 0.37% (n = 220,000);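 active means inhibition above about 50%, limit read from the data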
Mdm2 ligase inh – blocks human Mdm2 ubiquitin ligase activity; AID 1230; Q00987; signal enhancement, % at 5 µM; cell-based MDM2 ubiquitination luciferase reporter, 2 h; 0 = plate control, 100 = twice control, blank-subtracted; actives 0.11% (n = 210,000);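 active means signal enhancement of 30% or more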;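 further: luminescence tracks abundance of the self-degrading MDM2-luciferase fusion protein; higher signal means inhibition of MDM2 E3 ligase activity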
Target sequence (Q00987 whole entry, looked up, the tested form may be a part): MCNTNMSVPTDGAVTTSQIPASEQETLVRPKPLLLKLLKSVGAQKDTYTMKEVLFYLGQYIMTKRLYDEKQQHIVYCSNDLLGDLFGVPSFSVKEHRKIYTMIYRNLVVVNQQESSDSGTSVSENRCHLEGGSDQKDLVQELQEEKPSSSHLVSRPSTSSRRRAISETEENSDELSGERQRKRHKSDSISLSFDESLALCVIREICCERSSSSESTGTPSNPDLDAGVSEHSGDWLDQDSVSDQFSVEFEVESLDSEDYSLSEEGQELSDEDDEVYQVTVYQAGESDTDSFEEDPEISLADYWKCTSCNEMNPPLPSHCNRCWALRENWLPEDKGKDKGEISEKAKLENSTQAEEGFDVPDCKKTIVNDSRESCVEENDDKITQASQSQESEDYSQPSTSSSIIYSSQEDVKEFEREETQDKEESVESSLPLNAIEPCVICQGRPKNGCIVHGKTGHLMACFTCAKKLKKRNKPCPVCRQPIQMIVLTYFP
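Assay system: stable mammalian line carrying autodegrading MDM2–luciferase fusion reporter; amount: 2000 cells seeded into each well; buffer or medium: DMEM; benchmarks: plate control and blank wells; signal: luciferase luminescence; timing: 2 h compound exposure at 37 °C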
PERK inh – inhibitors of human PERK kinase | inhibition, % at 5.6 µM | actives 0.17% (n = 220,000) | CHO PERK-DD fusion, SEAP luminescence translation reporter | Q9NZJ5;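 active means inhibition above the mean inhibition of all tested compounds plus 3 SD, set separately per screening campaign, cut at about 2.9% in these data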;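 further: PERK kinase domain activated by AP20187 dimerizer at 100 nM; 0% = DMSO with dimerizer and 100% = rapamycin at 8.4 µM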
Rad51 HR inh – blocks human Rad51 in homologous recombination. hRad51 DNA strand exchange, fluorescence dequenching. inhibition, % at 10 µM. actives 0.085% (n = 200,000). AID 1385;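 active means inhibition above 40% at the single screening dose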;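 further: 0% = DMSO control wells and 100% = blanks with heterologous ssDNA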
Target sequence (Q06609 whole entry, looked up): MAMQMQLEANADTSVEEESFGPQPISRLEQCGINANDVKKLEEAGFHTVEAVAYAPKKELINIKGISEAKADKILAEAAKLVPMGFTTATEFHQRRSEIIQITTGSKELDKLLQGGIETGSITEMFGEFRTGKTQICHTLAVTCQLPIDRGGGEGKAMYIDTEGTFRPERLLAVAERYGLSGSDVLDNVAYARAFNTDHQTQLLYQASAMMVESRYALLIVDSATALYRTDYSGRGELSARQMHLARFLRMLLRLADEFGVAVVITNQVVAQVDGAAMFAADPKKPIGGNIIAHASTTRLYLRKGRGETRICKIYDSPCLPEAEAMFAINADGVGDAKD
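Test system: preformed human Rad51 ssDNA filaments. Compound dosing: single dose, 10 µM final compound. Incubation: filaments 15 min 37 °C, then compound 30 min. Technique: FRET fluorescence dequenching, excitation 485 nm, emission 520 nm. Read-out basis: percent inhibition from fluorescence, normalised to plate control and blank means. Benchmarks: plate controls and plate blanks.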
TNF necrop inh – TNF-alpha cell death inhibition in Jurkat FADD-/- cells | actives 0.068% (n = 220,000) | Jurkat FADD-/- TNF necroptosis rescue, ATP luminescence, 24 h; 0 = TNF only, 100 = no-TNF cells | activation (protection from cell death), % at 10 µM;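 active means activation, meaning protection from cell death, of at least 50% relative to plate controls; inactive means activation below 50%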;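 further: necroptosis triggered by 40 ng/mL TNF-alpha added together with compound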
zVAD death inh – L929 zVAD cell death inhibition. L929 zVAD necroptosis rescue, ATP luminescence, 24 h; with zVAD 60 µM. actives 0.38% (n = 220,000). viability rescue, % at 10 µM;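 active means activation, scaled between plate controls, above about 75%, limit read from the data; inactive means activation under that limit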;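 further: 0% = zVAD with DMSO and 100% = DMSO alone without zVAD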
* marks the source's active call; other numbers are inactive results; i = inactive; / = not tested or not shown; [ ] = dose if it differs, or a comment.

SMILES	EBV gp42 block	Cl transport mod	eIF4E-4G inh	m-calpain inh	Mdm2 ligase inh	PERK inh	Rad51 HR inh	TNF necrop inh	zVAD death inh
C/C=C(\C)C(=O)Nc1cccc(C2=NOC3(C2)C[C@H](C(N)=O)N(C(=O)c2cc([N+](=O)[O-])cc([N+](=O)[O-])c2)C3)c1 (some centres not stated)	-5	0.099	0	-27	-14	/	-3	1.1	0.7
O=C1CN(S(=O)(=O)c2ccccc2)CC(=O)N1CCc1ccccc1	-6	/	-5	-21	5	1.1	1	0.8	-0.3
COc1ccc(N2CCN(C(=O)C(C)(C)Oc3ccc(Cl)cc3)CC2)cc1	-4	-1.6	8	24	-27	0.3	-6	-1.3	-0.2
COCc1cc(C)nc(Nc2ccccc2C)c1C#N	-2	-1.2	17	-12	3	0.6	-2	0.8	0.9
COc1ccc(Br)cc1C1Nc2ccccc2C(=O)N1NC(=O)c1ccncc1 (configuration not stated)	-21	0.12	1	1	-14	0.3	-5	-7.2	-0.3
CC1(C)CC(=O)c2cc(C(=O)NCc3ccco3)c(=O)n(-c3ccc(Cl)cc3)c2C1	-18	0.25	3	2	-20	-1.0	-4	-0.2	-0.1
O=C(CSc1nc2ccsc2c(=O)n1Cc1ccc(C(=O)O)cc1)NCC1CCCO1 (configuration not stated)	4	-0.15	1[fluorescence artefact?]	2	16	0.4	/	2.1	/
COC(=O)c1sc(NC(=O)c2ccc(Cn3cc(Cl)cn3)o2)c(C#N)c1C	-30	/	13	-30	-17	1.1	2	-1.0	-0.5
O=C(O)c1ccccc1Nc1ccc([N+](=O)[O-])cc1	0	-0.35	8	9	-4	0.7	-1	0.6	-0.2
Cn1nc([N+](=O)[O-])nc1Sc1nnc(-c2ccccc2)o1	-6	/	2	15	-7	0.1	-4	-11	-1.4
CCc1ccc(OCC2c3cc(OC)c(OC)cc3CCN2C(=S)NC)cc1 (configuration not stated)	9	-0.0051	-2	41	-15	-0.9	-5	-3.5	-0.1
COc1ccc(-c2ccc(SCC(=O)N3CCCC3)nn2)cc1OC	7	-0.0042	-6	22	-8	-0.8	-1	-1.7	-0.2
Cc1ccc(/C=N/n2c(C)n[nH]c2=S)o1	-8	-0.99	0	-7	-15	1.7	4	-2.5	0.1
Cc1ccc(-c2ccc(/C=N/NC(N)=S)o2)cc1	-17	5*	4	-18	-71	-0.7	-1	-19	-0.5
Cc1nnc2ccc(-c3cccc(NC(=O)c4ccc(Cl)nc4)c3)nn12	6	-1.7	-2	7	-5	0.6	1	-4.8	4.3
CCCCN1CC2([N+](=O)[O-])C=CC(=O)C([N+](=O)[O-])(C1)C2CC(=O)c1ccccc1 (configuration not stated)	-18	-0.0032	4[fluorescence artefact?]	-1	-16	0.3	11	0.2	0.9
Cc1nc2ccc(C(=O)Nc3cccc([N+](=O)[O-])c3)cc2s1	8	-0.12	0	7	-18	0.2	4	-0.3	3.3
Cc1cccc(CSc2nn3c(=O)c(C)nnc3s2)c1	4	0.085	7	23	-12	-0.3	3	2.7	0.6
O=C(Nc1ccccc1N1CCN(C(=O)c2ccccc2)CC1)c1ccc(Cl)cc1	8	0.0066	2	40	-24	0.1	6	0.7	-3.6
CC1=CC(c2ccccc2)n2nc(NS(=O)(=O)c3ccc(C)cc3)nc2N1 (configuration not stated)	7	0.012	14	i	-17	0.4	0	-2.0	0.2
COc1cc(NS(=O)(=O)c2ccc(F)cc2)c(OC)cc1NC(C)=O	-6	-0.37	-2	-14	-22	0.0	5	-2.4	0.4
O=C(COC(=O)c1ccc(O)cc1)Nc1ccc(OC(F)F)cc1	-5	0.059	-5	-5	-7	0.0	/	1.7	77*
Cc1onc(-c2ccccc2Cl)c1C(=O)OCC(=O)c1ccc2c(c1)OCCO2	-16	/	-13	30	-14	-1.5	-2	-8.9	-0.3
CC(=O)c1ccc(-c2ccc([C@H]3[C@@H]4C=CCC[C@@]4(C)C(=O)N3Cc3ccccc3)c(F)c2)cc1	4	0.097	-6	4	6	/	-3	-3.4	-0.4

Record cards (already shown). Screens in order: EBV gp42 block | Cl transport mod | eIF4E-4G inh | m-calpain inh | Mdm2 ligase inh | PERK inh | Rad51 HR inh | TNF necrop inh | zVAD death inh
Cc1onc(-c2ccccc2Cl)c1C(=O)OCC(=O)c1ccc2c(c1)OCCO2 as listed: -16 | / | -13 | 30 | -14 | -1.5 | -2 | -8.9 | -0.3
CC1=CC(c2ccccc2)n2nc(NS(=O)(=O)c3ccc(C)cc3)nc2N1 (configuration not stated) as listed: 7 | 0.012 | 14 | i | -17 | 0.4 | 0 | -2.0 | 0.2
O=C(COC(=O)c1ccc(O)cc1)Nc1ccc(OC(F)F)cc1 as listed: -5 | 0.059 | -5 | -5 | -7 | 0.0 | / | 1.7 | 77*
Cc1nc2ccc(C(=O)Nc3cccc([N+](=O)[O-])c3)cc2s1 as listed: 8 | -0.12 | 0 | 7 | -18 | 0.2 | 4 | -0.3 | 3.3
CC(=O)c1ccc(-c2ccc([C@H]3[C@@H]4C=CCC[C@@]4(C)C(=O)N3Cc3ccccc3)c(F)c2)cc1 as listed: 4 | 0.097 | -6 | 4 | 6 | / | -3 | -3.4 | -0.4

(more compounds)
SMILES	EBV gp42 block	Cl transport mod	eIF4E-4G inh	m-calpain inh	Mdm2 ligase inh	PERK inh	Rad51 HR inh	TNF necrop inh	zVAD death inh
CCOC(=O)Nc1cccc(OCC(=O)Nc2ccccc2OCC)c1	-1	0.048	-8	0	/	-0.5	-3	1.0	0.8
CCCOc1ccc(N2C(=O)CC(N(Cc3ccc(OC)cc3)C(=S)Nc3ccccc3)C2=O)cc1 (configuration not stated)	-1	0.094	19	-10	13	1.6	7	3.5	0.8
O=C(CCCC(=O)N(CC(=O)NC1CCCC1)Cc1ccccc1Cl)Nc1ccccn1	-5	/	1	21	-22	0.4	-3	1.2	0.3
CCOc1ccc(CNC(=O)CCn2c(=O)oc3ccccc32)cc1OC	-1	0.059	5	-56	9	-0.2	0	-2.8	0.8
Cc1ccc(P(=Nc2ccccc2)(N2CCOCC2)N2CCOCC2)o1	-12	0.55	2	8	-13	0.1	3	0.0	0.3
CC(=O)c1cc(-c2ccccc2)[nH]c1N1CCOCC1	-5	/	4	-12	-12	0.2	-1	-0.8	1.3
C#CCOCCOCCOCCNc1nc(N2CCN(C(=O)C(CCC(=O)O)n3cc(C(N)CC(C)C)nn3)CC2)nc(N2CCN(C(=O)C(Cc3cc4ccccc4[nH]3)n3cc(C(N)Cc4ccc(O)cc4)nn3)CC2)n1 (configuration not stated)	-8	0.98	0	-15	/	0.7	/	1.2	-0.4
O=[N+]([O-])c1ccc2nc(-c3ccc(Cl)cc3)n(OCc3ccccc3)c2c1	3	-0.26	1	-21	-12	0.7	/	-2.5	0.1
CC1c2[nH]c3ccccc3c2CCN1S(C)(=O)=O (configuration not stated)	-9	-0.0058	12	10	0	1.2	3	-1.5	-0.5
O=C(Nc1ccc(Br)cc1)Nc1ccccc1Cl	-15	1.4	0	-15	-75	0.5	19	1.1	0.5
CCNC(=S)Nc1ccc(Cl)cc1Cl	-12	-2.8	12[fluorescence artefact?]	-3	-3	1.1	0	0.0	-0.2
COc1cccc(CC(NC(C)=O)C(=O)NC2CCN(S(=O)(=O)c3ccc(C)cc3)CC2)c1OC (configuration not stated)	-8	0.15	-4	-31	0	0.5	2	0.4	1.1
COc1cccc(C2C(C(C)=O)=C(O)C(=O)N2Cc2ccco2)c1 (configuration not stated)	-1	-0.62	1	-3	-23	1.3	-1	-1.2	-0.3
O=C(NCCCn1ccnc1)c1ccco1	-17	0.14	-2	14	-29	-0.4	6	-0.6	0.2
O=C(Nc1cccc(Cl)c1)OCc1cnc(Cl)s1	5	/	1	21	-7	1.6	-7	4.7	1.4
O=C(NCc1cccnc1)C1CC(c2ccc(F)cc2)=NO1 (configuration not stated)	-19	0.62	/	-10	-10	-0.6	-5	1.4	0.1
COC(=O)C1CCCN1C(=O)COc1ccc(Cl)cc1Br (configuration not stated)	0	-0.83	0	-2	-4	1.5	/	-0.1	0.2
CC(=O)Nc1ccc(S(=O)(=O)N2CCN(C(=O)c3ccccc3F)CC2)cc1	-8	1.2	6	15	-12	0.1	3	-0.6	-0.8
CC(Sc1nnc(-c2ccccc2)c(-c2ccccc2)n1)C(=O)Nc1ncc(Cl)cc1Cl (configuration not stated)	-16	0.83	1[fluorescence artefact?]	-72	-9	0.5	6	1.1	-0.4
COc1ccccc1/C=C/C=N/N1CCN(Cc2ccc(Cl)cc2)CC1	-7	-0.17	0	25	-13	0.7	8	-2.5	0.0
C=CCNCCCCOc1ccc(OCC)cc1	-8	1.1	/	18	-12	-1.6	/	-2.0	-1.3
CCOC(=O)N1CCN(C(=O)c2ccccc2Oc2ccccc2)CC1	130*	0.42	-4[fluorescence artefact?]	-12	/	0.0	-8	-0.6	0.7
COc1cc(OC)cc(C(=O)Nc2ccccc2-c2nnn(CC(N)=O)n2)c1	-3	-0.94	4	27	-13	-0.5	3	0.7	0.2
CN(C(=O)COC(=O)c1ccc(=O)n(Cc2ccccc2)n1)c1ccccc1	-7	-0.0042	5	5	0	0.1	-101	-1.6	-0.4
C/C(Cc1ccccc1)=N\NC(=O)c1cc(C(C)(C)C)[nH]n1	-6	0.54	0	-1	-16	1.0	5	1.4	5.5
Cc1nc2ccccc2n1CCc1ccccc1	-21	-0.5	0	-34	2	1.3	-2	-0.1	43
Cc1ccccc1Cn1c(-c2cncs2)nc2ccccc21	-6	0.45	/	3	-8	-2.0	3	-2.3	0.5
CC(C)CNC(CC(=O)Nc1cccc([N+](=O)[O-])c1)C(=O)O (configuration not stated)	-12	-0.022	-2[fluorescence artefact?]	-6	-6	1.1	/	1.3	1.4
O=C(NCC1CCCO1)c1cc(C(=O)C2CC2)c[nH]1 (configuration not stated)	-10	/	3	-11	-2	-0.1	-5	-2.0	0.4
O=C(NCCN1C(=O)S/C(=C\c2cccs2)C1=O)c1ccc(=O)[nH]c1	-19	0.96	-2	40	10	0.5	-4	-0.2	0.0
CC[n+]1c(/C=C/c2ccc(N(C)C)cc2)ccc2ccccc21	-56	0.21	-14	37	-62	-0.5	24	-11	1.8
O=S(=O)(CCSc1nc2ccccc2o1)Cc1ccccc1	-9	0.097	1	5	2	-0.7	8	2.0	-0.5
Cc1ccc(C(=O)c2cn(-c3ccc(F)c(Cl)c3)nn2)cc1	1	0.46	-1	8	-11	2.6	2	-4.9	-0.1
Cc1ccccc1NC(=O)C(C)c1cccc(C(=O)c2ccccc2)c1 (configuration not stated)	-9	0.19	-2	3	16	-0.4	11	-3.0	0.0
CC1CN(c2snnc2C=C2C(=O)OC(C)(C)OC2=O)CC(C)O1 (configuration not stated)	0	-1.1	-10	23	-11	0.2	-3	-1.3	0.5
Cc1ccc(NC(=O)c2cc(F)c(F)cc2Cl)nc1	-12	-1.4	-1	2	-8	0.1	15	1.5	4.7
CC#CCN1c2ccccc2[C@]23C[C@@H](C(=O)OC)N(C(=O)OCC)C2=NC(C(=O)OC)=C(C(=O)OC)[C@H]13	2	0.078	2	3	-8	/	1	0.8	0.6
O=C(Nc1ccccc1)c1ccc[nH]1	-16	0.54	-8	-9	-5	0.8	/	1.0	-0.5

Assay outcomes (PubChem BioAssay)

Outcome played no part in choosing rows, and some 3.6% of all compounds hit somewhere here.
